From PubChem
IL-2 act: activates IL-2 in a cell-based reporter assay | IL-2 activation reporter assay, cell-based qHTS; stimulated with anti-CD3/CD4/CD28 beads; in transgenic mouse T cells | activation, % (series mostly up to about 46 µM) | 360,000 tested, 0.065% active | AID 652025; in the data active means activation above about 50%; inconclusive means mostly about 30% to 49%; further: 0% is about no effect
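EGFP and DsRed fluorescence is measured by plate cytometry in unstimulated transgenic mouse T cells exposed to compound for 60 minutes, then stimulated 18 hours at 37 degrees C with anti-CD3/anti-CD4 beads plus anti-CD28.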
CCT chaperon mod: modulators of cytosolic chaperonin (CCT/TRiC) activity; activity change, % (test concentration not listed), hits read low; 360,000 tested, 0.3% active; purified chaperonin ATPase assay, HTRF ADP detection, 30 min; AID 651819; in the data active means activity change below about -30%; further: on the % scale 0 is the no-effect control and ±100 the full control effect
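Nucleotide hydrolysis assay: TRiC at 20–40 nM final (set by batch activity) with 10 uM ATP, 30 min at 37 °C, in presence of 76 uM compound. Detection by competitive ADP HTRF, 30 min ambient.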
PLK1 PBD block: blocks phosphopeptide binding to human PLK1 polo-box domain | P53350 | Plk1 PBD binding of FITC phosphopeptide, fluorescence polarization | Potency, µM, for inactives: max response, negative = inhibition, actives largely listed as inhibitors | 360,000 tested, 2.8% active | AID 720504; further: potency means the concentration at half of the fitted maximal effect; series mostly up to about 57 µM; on the % scale 0 is the no-effect control and ±100 the full control effect; nearly all actives have a fitted effect of over 65% in size
WRN inhibitor: blocks human WRN helicase; WRN helicase unwinding, fluorescent forked duplex, kinetic; Potency, µM (doses to about 114 µM), for inactives: at the highest dose activity change, negative = inhibition, hits mostly inhibitors; 360,000 tested, 0.46% active; AID 651768; further: potency means the concentration at half of the fitted maximal effect; on the % scale 0 is the no-effect control and ±100 the full control effect; nearly all actives have a fitted effect of over 55% in size
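WRN at 20 nM final was preincubated with compound for 15 min at room temperature; reaction started with 100 nM forked duplex oligonucleotide carrying fluorophore and quencher plus 2 mM ATP (final). Unwinding followed kinetically by red fluorescence (ex 525/em 598 nm).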
EPAC1 agonist: EPAC1 (human) agonism. AID 720707. EPAC1 agonist qHTS, biochemical assay; response scale: 100% = response to 6.5 mM cAMP. O95398. 360,000 tested, 0.073% active. Potency, µM (highest dose often 154 µM), without a hit: top-dose activation, usual class: activators; further: potency means the concentration at half of the fitted maximal effect; nearly all actives have a fitted effect of over 60% in size
Target sequence (O95398 whole entry, looked up): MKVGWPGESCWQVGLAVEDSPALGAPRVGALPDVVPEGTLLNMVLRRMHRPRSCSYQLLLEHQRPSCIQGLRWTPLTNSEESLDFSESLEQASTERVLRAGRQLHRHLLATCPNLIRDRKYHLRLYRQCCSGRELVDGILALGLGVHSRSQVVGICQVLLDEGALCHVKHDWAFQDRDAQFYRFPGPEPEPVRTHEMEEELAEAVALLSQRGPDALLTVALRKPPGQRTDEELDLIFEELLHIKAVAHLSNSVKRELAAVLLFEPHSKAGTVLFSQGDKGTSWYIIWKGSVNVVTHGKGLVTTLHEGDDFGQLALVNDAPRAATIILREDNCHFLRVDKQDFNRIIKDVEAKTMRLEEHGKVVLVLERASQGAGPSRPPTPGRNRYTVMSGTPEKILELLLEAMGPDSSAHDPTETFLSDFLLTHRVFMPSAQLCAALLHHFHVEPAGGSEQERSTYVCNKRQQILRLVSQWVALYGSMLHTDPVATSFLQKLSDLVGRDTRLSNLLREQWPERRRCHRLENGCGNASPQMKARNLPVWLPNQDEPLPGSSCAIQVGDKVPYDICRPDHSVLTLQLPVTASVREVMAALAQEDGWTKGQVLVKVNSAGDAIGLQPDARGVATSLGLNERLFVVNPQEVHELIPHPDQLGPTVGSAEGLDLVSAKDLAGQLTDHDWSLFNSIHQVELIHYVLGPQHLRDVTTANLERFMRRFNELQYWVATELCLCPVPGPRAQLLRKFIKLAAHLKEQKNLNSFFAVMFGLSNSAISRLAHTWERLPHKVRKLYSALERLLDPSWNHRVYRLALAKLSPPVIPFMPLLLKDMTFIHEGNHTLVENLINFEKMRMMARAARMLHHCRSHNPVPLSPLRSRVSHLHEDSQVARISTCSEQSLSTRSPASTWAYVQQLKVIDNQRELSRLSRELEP
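Compounds were pinned as a concentration titration into mixtures of EPAC1 (100 nM), BODIPY-GDP-loaded Rap1B (250 nM) and GDP (50 uM). After 5 min at room temperature, fluorescence was followed for 30 min; activity was scaled to 6.5 mM cAMP.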
PI5P4K alpha inh: inhibitors of human PI5P4K alpha. max response, %. P48426. 330,000 tested, 1.2% active. PI5P4Kalpha enzyme, ADP-Glo luminescence, 60 min; hits give low values; active means max response of -50% or lower; inconclusive means between -30% and -50%; inactive means -30% or higher; further: value at the top dose of about 77 µM; on the % scale 0 is the no-effect control and ±100 the full control effect
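Compounds were pin-transferred onto PI5P4Kalpha and substrate in HEPES pH 7.4 buffer with EGTA, CHAPS and 5% DMSO. ATP (5 microM final) started the reaction, which ran 60 minutes at room temperature before ADP-Glo detection.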
EPAC2 ag: agonists of human EPAC2 (RAPGEF4) | Q8WZA2 | EPAC2 activation, biochemical qHTS; response scale: 100% = 6.5 mM cAMP response | Potency, µM (top dose mostly 154 µM), inactives show top-dose activation, hits mostly activators | 360,000 tested, 0.079% active; further: potency means the concentration at half of the fitted maximal effect; nearly all actives have a fitted effect of over 50% in size
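qHTS, titration series. 100 nM EPAC2 / 250 nM Rap1B-BODIPY-GDP / 50 uM GDP; RT; ex 480/em 540 nm, 5-min reads to 30 min. Norm. to 6.5 mM cAMP = activation.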
EPAC1 antagonist: blocks human EPAC1 exchange factor; EPAC1 GEF assay, Rap1b-BODIPY-GDP exchange fluorescence; Potency, µM (highest dose often 115 µM), for the others: at the highest dose activity change, negative = inhibition, usual class: inhibitors; 360,000 tested, 0.14% active;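 further: potency means the concentration at half of the fitted maximal effect; plate controls were vehicle for no effect and positive control for full effect; nearly all actives have a fitted effect of over 50% in size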
* marks the source's active call; other numbers are inactive results; ? = inconclusive; nt = not tested or not shown; [ ] = another dose, or the depositor's remark. Unless noted, the call rests on the fitted dose curve; in most records, active means well fitted curve in the direction sought with a large enough effect; inconclusive means small, poorly fitted or top-dose-only effect, or another doubt; inactive means no such curve, though single readings can be large; an effect the other way counts as inactive or inconclusive.

SMILES	IL-2 act	CCT chaperon mod	PLK1 PBD block	WRN inhibitor	EPAC1 agonist	PI5P4K alpha inh	EPAC2 ag	EPAC1 antagonist
O=C1OCC2=C1C(c1ccccc1)CC(=O)N2c1cccc(F)c1 (configuration not stated)	-0.4	-0.8	8%	-1%	-8%	9	-3%	8%
O=C1C2C3C=CC(C3)C2C(=O)N1CCCCCCN1C(=O)C2C3C=CC(C3)C2C1=O (configuration not stated)	-4.5	0.5	-4%	-3%	0%	-5	-2%	15%
O=C(c1ccc(Cl)cc1Cl)N1CCC(c2nc3c(nnn3Cc3ccco3)c(=O)[nH]2)CC1	-0.7	1.8	-15%	-5%	-8%	-12	-12%[15.6 µM]	5%
CCn1c(=O)n(CC(=O)NCC2CCCO2)c(=O)c2c3c(sc21)CCCC3 (configuration not stated)	1.6	-3.5	-18%	-4%	10%	5	5%	6%
CC(=O)NC(C)c1nc2ccccc2n1Cc1ccccc1F (configuration not stated)	-2.3	2.3	0%	-3%	2%	20	6%	6%
CCOC(=O)c1c(-c2ccc(C)cc2)csc1NC(=O)C1CC=CCC1C(=O)O (configuration not stated)	-0.6	1.9	27µM*	-17%	2%	0	-9%	-9%
Cn1c(=O)c2c(ncn2CCc2ccccc2)n(C)c1=O	-1.9	2.0	-4%	-11%	12%	-6	4%	-23%
COc1ccc2nc(Cl)c(C3CC(c4ccco4)=NN3C(=O)CCCC(=O)O)cc2c1 (configuration not stated)	-1.1	0.2	-9%	3%[11.6 µM]	-4%	2	2%	-18%
COc1ccc2cc(CCNC(=O)c3cc4ccccc4o3)c(=O)[nH]c2c1	-1.3	0.6	5%	1%	-9%	-3	2%	-12%
COc1ccc(CNc2nc(NCc3ccc(OC)cc3)c3ncn(C4CCCC4)c3n2)cc1	-0.1	-1.0	-3%	-4%	-22%	0	1%	-19%
Cc1c(C(=O)NCc2ccccc2)cnn1-c1ccccc1	-0.8	-0.2	-11%	-11%	-8%	2	13%	-15%
COc1cccc(OCc2nc(-c3cccc([N+](=O)[O-])c3)no2)c1	5.9	-3.9	-6%	-2%	9%	-5	15%	-4%
O=C1CCN(Cc2ccccc2)C=C1c1ccc2ccccc2c1	-2.4	0.7	?	-7%	9%	-2	11%	-10%
Nc1ccc2c(c1)OC1(CCCC1)O2	5.8	-4.0	-19%	?	-24%	-2	0%	14%
CCOC(=O)N1CCN(C(=O)CN(c2ccc(OCc3ccccc3)cc2)S(C)(=O)=O)CC1	0.1	-1.3	-8%	-7%	-3%	nt	-4%	3%
CC(C)(C)OC(=O)C[C@@H]1C/C=C\C[C@H](CC(=O)N[C@H](CO)Cc2ccccc2)C(=O)N[C@H](Cc2ccccc2)COC1=O	-0.3	-0.2	7%	0%	1%	0	-11%	-9%
CCCCN(C)C(=O)CCC(=O)Nc1ccc2nc(N3CCN(C)CC3)cc(C)c2c1	1.6	-2.1	3%	4%	9%	0	10%	-6%
CCOc1ccccc1/C=N/NC(=O)c1cc(C(C)C)[nH]n1	-0.5	-0.1	-6%	-29%	5%	-13	7%	-16%
CC1(C)Cc2cccc(OCC(=O)Nc3cc(S(C)(=O)=O)ccc3Cl)c2O1	0.3	1.0	-15%	0%	-2%	0	7%	?
CN(C)CCCNCC(=O)Nc1ccccc1N1CCOCC1	-1.6	-3.4	-9%	2%	-11%	-13	-1%	-8%
Cc1cc(OC(=O)c2ccco2)c(Sc2ccccc2[N+](=O)[O-])c(=O)o1	4.5	0.3	5.3µM*	-27%	4%	1	9%	6%
O=C(O)C1CCCCN1C(=O)c1cc2c(s1)CCCCC2 (configuration not stated)	-0.6	1.1	-3%	-5%	9%	5	9%	1%
Cc1ccccc1S(=O)(=O)Cc1ccc(C(=O)N(C)C2CCCCC2)o1	-3.0	0.6	-6%	5%[57.1 µM]	-3%	-4	-2%	13%
CC(=O)Nc1ccccc1-c1nnn(CC(=O)Nc2ccc3c(c2)OCCO3)n1	0.7	2.0	0%	0%	3%	0	3%	1%
CCCCn1c(N)c(N(CCOC)C(=O)CCS(=O)(=O)c2ccc(C)cc2)c(=O)[nH]c1=O	1.0	-0.3	-21%	11%	10%	2	19%	1%

Structures listed so far that bear a hit mark in PLK1 PBD block:
SMILES	IL-2 act	CCT chaperon mod	PLK1 PBD block	WRN inhibitor	EPAC1 agonist	PI5P4K alpha inh	EPAC2 ag	EPAC1 antagonist
CCOC(=O)c1c(-c2ccc(C)cc2)csc1NC(=O)C1CC=CCC1C(=O)O (configuration not stated)	-0.6	1.9	27µM*	-17%	2%	0	-9%	-9%
Cc1cc(OC(=O)c2ccco2)c(Sc2ccccc2[N+](=O)[O-])c(=O)o1	4.5	0.3	5.3µM*	-27%	4%	1	9%	6%

By substructure: those above containing fluorine (two)
SMILES	IL-2 act	CCT chaperon mod	PLK1 PBD block	WRN inhibitor	EPAC1 agonist	PI5P4K alpha inh	EPAC2 ag	EPAC1 antagonist
O=C1OCC2=C1C(c1ccccc1)CC(=O)N2c1cccc(F)c1 (configuration not stated)	-0.4	-0.8	8%	-1%	-8%	9	-3%	8%
CC(=O)NC(C)c1nc2ccccc2n1Cc1ccccc1F (configuration not stated)	-2.3	2.3	0%	-3%	2%	20	6%	6%

(more compounds)
SMILES	IL-2 act	CCT chaperon mod	PLK1 PBD block	WRN inhibitor	EPAC1 agonist	PI5P4K alpha inh	EPAC2 ag	EPAC1 antagonist
Cc1ccc(C)c(NC(=O)CCC(=O)N2CCOc3ccccc32)c1	-0.3	1.3	-11%	-2%	8%	-6	6%	-2%
CCCCN1C(=O)C(=O)NC[C@@H]1CCCCN	-2.4	1.4	?	-2%	-12%	-3	2%	-5%
Cc1c(C(=O)O)cccc1-c1ccc(/C=C2\SC(=O)NC2=O)o1	1.8	-3.1	-19%	-4%[11.6 µM]	1%	-57*	5%	?
COc1cccc(-c2nnc(SCC(=O)Nc3ccc(S(N)(=O)=O)cc3)n2C)c1	-2.4	-0.3	-8%	-4%[57.1 µM]	10%	nt	-4%	16%
O=C(NCc1cccc(C(F)(F)F)c1)c1csc([C@H]2C[C@H](O)[C@@H](CO)O2)n1	-0.4	-0.6	-8%	4%	-8%	-2	-3%	15%
Cc1ccc(-c2nn(-c3cccc(F)c3)cc2CN(Cc2nccn2C)C(C)C)o1	-4.6	0.4	-12%	0%	-2%	-2	1%	1%
O=S1(=O)CCC(NC(=S)NC2CCS(=O)(=O)C2)C1 (configuration not stated)	-0.8	-0.5	-4%	4%	4%	-4	0%	-6%
COc1ccc(C(=O)NC(C(=O)N2CCN(c3ccccc3O)CC2)C(C)C)cc1 (configuration not stated)	-1.5	-0.2	-4%	-2%	-18%	8	-8%	-5%
COc1ccc(CNC(=O)COC(=O)c2cccn2C)cc1	1.0	-3.0	-13%	-22%	4%	7	2%	-20%
COc1ccc(/C=N/NC(=O)c2ccoc2C)cc1CN1CCN(c2ccc(F)cc2)CC1	-0.7	0.8	-6%	-4%	2%	-3	15%	-20%
O=c1cc(C(F)(F)F)nc(-c2ccccc2)[nH]1	5.3	0.7	-9%	-5%	0%	nt	2%	5%
COC(=O)c1ccc(NC(=O)CSc2nc3ccccc3c(=O)[nH]2)cc1	-0.3	-0.9	-12%	-4%	6%	nt	8%	0%
CCOC(=O)C(Cc1cc(C(C)=O)ccc1OC(C)C)C(=O)OCC	-0.2	-1.2	-3%	16%	-7%	6	11%	-3%
Cc1nc(NCCc2ccc(S(N)(=O)=O)cc2)c2c3c(sc2n1)CCC3	-2.7	-1.6	-2%	-16%	5%	nt	2%	-10%
C=CCn1c(Cc2c(C)[nH]c3ccccc23)nnc1SCC(=O)NCc1ccc(F)cc1	-4.3	0.6	-9%	-21%	8%	-6	5%	-4%
COc1ccc(CN(C)S(=O)(=O)c2nnc(NC(=O)c3ccccc3OC)s2)cc1OC	-4.0	-2.9	-16%	3%	4%	-1	14%	-2%
CCN(CC)CCOC(=O)c1cccc2c1-c1ccccc1C2O (configuration not stated)	0.0	0.3	-6%	8%	4%	2	4%	-3%
Cc1ccccc1NS(=O)(=O)c1ccc(S(=O)(=O)N2CCCC2)cc1	0.2	-0.7	-6%	0%	12%	5	8%	-1%
CC(=O)Nc1ccc(S(=O)(=O)N2CCN(C3CCCCCCC3)CC2)cc1	-3.3	0.0	-1%	3%[57.1 µM]	14%	nt	5%	-7%
CCN(c1ccccc1)S(=O)(=O)c1cc(NC(=O)CSc2n[nH]c(=O)[nH]c2=O)ccc1Cl	-0.6	-0.6	-16%	-2%	-13%	1	12%	1%
COC(=O)C(CCSC)NC(=O)c1cc2c(n(-c3ccccc3)c1=O)CCCC2=O (configuration not stated)	-2.1	-8.5	3%	-11%	9%	-2	-3%	-3%
Cc1nnc2n(c1=O)N=C(c1ccc(Cl)cc1)CS2	2.2	-2.8	?	?	-1%	-10	-8%	-4%

Profiles, looked up by structure. Order of screens: IL-2 act	CCT chaperon mod	PLK1 PBD block	WRN inhibitor	EPAC1 agonist	PI5P4K alpha inh	EPAC2 ag	EPAC1 antagonist
Cc1nnc2n(c1=O)N=C(c1ccc(Cl)cc1)CS2 in the list: 2.2	-2.8	?	?	-1%	-10	-8%	-4%
Cc1nc(NCCc2ccc(S(N)(=O)=O)cc2)c2c3c(sc2n1)CCC3 in the list: -2.7	-1.6	-2%	-16%	5%	nt	2%	-10%
COC(=O)c1ccc(NC(=O)CSc2nc3ccccc3c(=O)[nH]2)cc1 in the list: -0.3	-0.9	-12%	-4%	6%	nt	8%	0%

Single values from the list.
COc1ccc(C(=O)NC(C(=O)N2CCN(c3ccccc3O)CC2)C(C)C)cc1 (configuration not stated) | PLK1 PBD block = -4%
O=C(NCc1cccc(C(F)(F)F)c1)c1csc([C@H]2C[C@H](O)[C@@H](CO)O2)n1 | EPAC1 agonist = -8%

These rows are one share of the data. The share of hits here may be higher or lower than overall.
